EP2 modulator = modulates human prostaglandin E2 receptor EP2 signaling. P43116. EP2-expressing cells, cAMP HTRF FRET, PGE2 co-stimulation. induction, % at 25 µM. hit rate 0.83% among 260,000;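 active means compounds whose cAMP rise, as percent of the full-agonist control response, exceeds 60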;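 further: rat C6 glioma line stably carrying human EP2 under a CMV promoter; the protocol text gives 20 µM as final concentration; 100% = response of wells given 1 µM PGE2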
Target sequence (P43116 whole entry, looked up): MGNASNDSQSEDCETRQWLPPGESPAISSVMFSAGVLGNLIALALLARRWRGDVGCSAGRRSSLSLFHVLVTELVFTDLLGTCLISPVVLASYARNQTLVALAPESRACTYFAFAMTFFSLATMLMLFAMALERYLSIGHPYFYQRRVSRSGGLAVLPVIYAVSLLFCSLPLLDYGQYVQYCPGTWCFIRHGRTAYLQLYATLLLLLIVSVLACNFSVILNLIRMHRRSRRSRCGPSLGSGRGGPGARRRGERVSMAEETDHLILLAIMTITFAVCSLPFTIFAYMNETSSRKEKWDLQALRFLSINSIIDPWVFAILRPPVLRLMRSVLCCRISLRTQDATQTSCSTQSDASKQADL
BaF3 tox = reduces parental Ba/F3 cell viability, JAK2V617F counter-screen; AID 1486; inhibition, % at 5.6 µM; CellTiter-Glo ATP luminescence; hit rate 1.1% among 220,000;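 active means inhibition above a per-campaign cutoff, the mean inhibition of all tested compounds plus 3 SD, cut at about 27% in these data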;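 further: 0% = DMSO wells and 100% = JAK Inhibitor I control wells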
S1P4 agonist = activates the human S1P4 receptor. O95977. S1P4-expressing cell line, agonist reporter assay. activation, % at 4.98 µM. hit rate 0.35% among 220,000; in the data active means activation above about 11%;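 further: 0% = DMSO vehicle and 100% = reference agonist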
Target sequence (O95977 whole entry, looked up): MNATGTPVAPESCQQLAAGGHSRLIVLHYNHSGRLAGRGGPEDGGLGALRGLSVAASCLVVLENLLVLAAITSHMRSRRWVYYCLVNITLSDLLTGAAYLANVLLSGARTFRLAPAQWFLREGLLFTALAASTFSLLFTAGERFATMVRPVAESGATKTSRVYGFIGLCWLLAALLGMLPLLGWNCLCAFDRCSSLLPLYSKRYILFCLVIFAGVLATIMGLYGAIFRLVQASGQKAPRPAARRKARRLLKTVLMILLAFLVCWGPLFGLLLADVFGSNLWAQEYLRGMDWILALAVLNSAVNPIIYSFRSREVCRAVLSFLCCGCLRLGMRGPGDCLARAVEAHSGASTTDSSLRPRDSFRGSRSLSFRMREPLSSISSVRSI
Ba/F3 V617F tox = loss of viability in JAK2V617F-driven Ba/F3 cells; hit rate 1.1% among 220,000; inhibition, % at 5.6 µM; Ba/F3 EpoR-JAK2V617F viability, ATP luminescence;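 active means inhibition above the campaign mean plus 3 SD over all tested compounds, cut at about 24% in these data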;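 further: cytokine-independent growth of Ba/F3 cells driven by EpoR plus mutant JAK2; 0% = DMSO-treated cells and 100% = JAK inhibitor I control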
TRPML3 agonist = activates the human TRPML3 channel. activation, % at 3 µM. Q8TDD5. HEK293 TRPML3-YFP, Fluo-8 calcium fluorescence; 100% = the carbachol control signal. hit rate 0.29% among 220,000;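 active means activation above its plate's cutoff, the mean activation of the plate's test wells plus 3 SD, cut at about 12% in these data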;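 further: 0% = DMSO only wells and 100% = carbachol wells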
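Test system: HEK293 cells stably carrying human TRPML3-YFP; Doses: single dose, 3 µM final nominal compound, 0.3% DMSO final; Schedule: dye loading 1 h 37 °C then 30 min ambient, 125 s read; Technique: Fluo-8 calcium fluorescence; Benchmarks: high control carbachol 87 µM, low control DMSO.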
S1P4 antag = antagonists of human S1P4 receptor; AID 1510; hit rate 0.26% among 220,000; S1P4-expressing cells, antagonist mode, reporter read-out; O95977; inhibition, % at 4.98 µM; in the data active means inhibition above about 29%;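 further: 0% = wells stimulated with agonist and 100% = vehicle wells without agonist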
PERK inh = inhibitors of human PERK kinase; CHO PERK-DD fusion, SEAP luminescence translation reporter; inhibition, % at 5.6 µM; Q9NZJ5; AID 1416; hit rate 0.17% among 220,000;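 active means inhibition above the mean inhibition of all tested compounds plus 3 SD, set separately per screening campaign, cut at about 2.9% in these data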;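 further: PERK kinase domain activated by AP20187 dimerizer at 100 nM; 0% = DMSO with dimerizer and 100% = rapamycin at 8.4 µM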
TRPN1 ag = zebrafish TRPN1 (NompC) channel agonism; HEK293 zebrafish TRPN1-YFP, Fluo-8 calcium fluorescence; 100% = response to 87 µM carbachol; activation, % at 3 µM; hit rate 0.18% among 220,000; AID 1424;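 active means activation above its plate's cutoff, the mean activation of test wells on that plate plus 3 SD, cut at about 19% in these data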;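 further: 0% = DMSO alone and 100% = 87 µM carbachol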
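Material: zebrafish TRPN1-YFP in HEK293 cells. Doses: one dose of 3 µM, 0.3% DMSO. Incubation: dye 1 h 37 °C plus 30 min RT. Measured by: intracellular calcium fluorescence with Fluo-8.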
Calpain2 inh = calpain II (pig) inhibition. purified calpain II, fluorogenic peptide substrate, 30 min. inhibition, % at 16 µM. hit rate 0.37% among 220,000;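 active means inhibition above about 50%, limit read from the data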
* marks the source's active call; other numbers are inactive results; & = joins results of further samples. Random draw from the library; any-hit rate near 3.6%.

SMILES | EP2 modulator | BaF3 tox | S1P4 agonist | Ba/F3 V617F tox | TRPML3 agonist | S1P4 antag | PERK inh | TRPN1 ag | Calpain2 inh
Cc1nn(-c2ccccc2)c(N)c1N=Nc1ccc2ccccc2c1 | -43 | 4 | 0.8 | -3 | -0.6 | 4 | 0.3 | -0.8 | 23
C=CCC(NCc1ccco1)c1ccc(OC)cc1OC (configuration not stated) | 14&8 | 1 | 1.1 | -2 | -0.1 | -15 | -0.1 | -0.3 | 0
CCc1ccccc1NC(=O)c1cc(-c2ccc(F)cc2)on1 | 7 | 4 | -1.0 | -1 | 0.5 | -14 | 0.3 | 1.5 | -63
Clc1cccc(Cl)c1COn1nnc2ccccc21 | 42 | 0 | 1.1 | -4 | -0.7 | -5 | 0.5 | -2.1 | 15
Cc1ccc2oc(=O)c3cc(C(=O)Nc4cc(-c5cccc(F)c5)no4)sc3c2c1 | 24 | 6 | 0.0 | -3 | 0.1 | -13 | 0.7 | 0.1 | -45
COc1ccc(CCNc2nc(-c3sc(N)nc3C)cs2)cc1OC | -16 | 3 | 1.1 | -1 | 0.4 | -10 | 1.4 | 2.5 | -52
COc1ccccc1NS(=O)(=O)c1cc(C(=O)NCCN2CCOCC2)ccc1Cl | 55 | 4 | 1.6 | -2 | 1.3 | -7 | -0.5 | 0.4 | -18
CC(=O)Nc1ccc(OCC(O)CN2CCN(c3ccc(Cl)cc3)CC2)cc1 (configuration not stated) | -12 | 0 | -0.8 | 0 | 0.7 | -13 | 0.2 | 4.5 | -10
C[C@H](NC(=O)C1(c2ccccc2)CCN(C(=O)[C@H]2CSCN2C(=O)OC(C)(C)C)CC1)C(=O)O | -2&27 | 6 | 0.3 | 6 | 0.6 | -3 | 0.6 | 1.2 | -10&-13
Cn1cccc1/C=N/NC(=O)c1ccc(OC(F)(F)C(F)F)cc1 | -6 | 3 | 0.9 | 1 | 0.3 | -13 | 0.3 | 1.1 | 15
O=C(Oc1ccc2ccccc2c1Br)N1CCCCCC1 | -11 | 0 | -5.1 | -2 | -0.1 | -9 | 0.5 | -0.7 | 25
Cc1cc(N2CCN(C)CC2)nc2ccc(NC(=S)N3CCCCC3)cc12 | -20 | 5 | 1.3 | 1 | 1.6 | -6 | 1.4 | 1.1 | -59
CCC(CC)NC(=O)c1ccc2nc[nH]c2c1 | 30 | 2 | 3.7 | -4 | -0.2 | -15 | 0.6 | -0.2 | -16
COc1cc2c(cc1OC)C(SC)=NC(C)(C)C2 | 45 | 1 | -1.6 | 0 | 1.0 | -2 | 0.0 | 1.7 | -109
COC(=O)c1c(NC(=O)COC(=O)c2ccccc2O)sc2c1CCCCC2 | 16 | 5 | -1.1 | -2 | 0.9 | 0 | 0.8 | 0.8 | -32
O=C(NC1CCCCC1)NC1CC2CCC(C1)N2Cc1nnnn1Cc1ccc2c(c1)OCO2 (configuration not stated) | 20 | 0 | -0.5 | -1 | -1.1 | -10 | -1.0 | -2.2 | 13
CN1CCN(C(=S)c2ccc(Br)cc2)CC1 | 5 | 5 | 0.5 | -2 | 0.7 | -22 | 0.5 | 1.5 | -12
CCO[C@@H]1OC(C(=O)NC2CC2)=C[C@H](c2csc3ccccc23)[C@H]1CCCO | -29 | -1 | 1.7 | 4 | 1.1 | -15 | -0.2 | 1.1 | 10
CC(C)NCC(=O)Nc1c2c(nc3ccccc13)CCC2 | 4 | 3 | 2.9 | 2 | -0.4 | 4 | -0.3 | -1.8 | 27
CCN(CC)S(=O)(=O)c1ccc(N(C)C)c(NC(=O)C2CCCC2)c1 | 19 | 4 | 1.8 | -3 | 0.7 | -21 | -1.5 | -0.8 | 2

The closing 3 compounds of the part before lead into the next:
SMILES | EP2 modulator | BaF3 tox | S1P4 agonist | Ba/F3 V617F tox | TRPML3 agonist | S1P4 antag | PERK inh | TRPN1 ag | Calpain2 inh
CCO[C@@H]1OC(C(=O)NC2CC2)=C[C@H](c2csc3ccccc23)[C@H]1CCCO | -29 | -1 | 1.7 | 4 | 1.1 | -15 | -0.2 | 1.1 | 10
CC(C)NCC(=O)Nc1c2c(nc3ccccc13)CCC2 | 4 | 3 | 2.9 | 2 | -0.4 | 4 | -0.3 | -1.8 | 27
CCN(CC)S(=O)(=O)c1ccc(N(C)C)c(NC(=O)C2CCCC2)c1 | 19 | 4 | 1.8 | -3 | 0.7 | -21 | -1.5 | -0.8 | 2
Cc1ccc2c(c1)nnn2C1CCN(CC(=O)N2c3ccccc3CC2C)CC1 (configuration not stated) | -9&-24 | 5 | 1.9 | 2 | 1.0 | 4 | -1.2 | -0.5 | 17
Cc1cc(C(=O)Nc2nnc(C3CCCCC3)s2)cs1 | 3 | 4 | -0.6 | 2 | 1.5 | -17 | -0.1 | -1.1 | 10
Clc1ccc(OCCn2ccnc2)c(Cl)c1 | -21 | 1 | -1.0 | -3 | -0.5 | -21 | 0.6 | -2.2 | 1
COc1cccc(NC(=O)CN2C(=O)COc3ccc(Cl)cc32)c1 | -4&-63 | 9 | 2.1 | -2 | 1.2 | -23 | 0.9 | 3.7 | 8
O=C(CSc1ccccc1)N1CCN(C(=O)c2ccco2)CC1 | 15 | 0 | -0.4 | 1 | -0.2 | 2 | 0.8 | 0.7 | -9
Fc1ccccc1OCCCN1CCOCC1 | 17 | -2 | 2.5 | -3 | -0.1 | 3 | 1.6 | 0.9 | 9
CCN(CC(=O)NC(C)C)C(=O)C(CCSC)NC(=O)c1cccc(C)c1 (configuration not stated) | 24 | 5 | -0.1 | -1 | 0.1 | -5 | 0.4 | -0.7 | -11
CCC(c1nnc(SCC(=O)NC23CC4CC(CC(C4)C2)C3)o1)N(C)C (configuration not stated) | 9 | 4 | 0.3 | -3 | 0.9 | -28 | 0.1 | 0.3 | -10
CCn1cc(CNC(=O)/C=C/c2ccc([N+](=O)[O-])cc2)c(C)n1 | -3 | -2 | 1.0 | -1 | 0.2 | -15 | 0.3 | 1.3 | -16
COc1cccc(CN(C)C(=O)c2cccc(OC3CCN(C4CCCC4)CC3)c2)c1 | -6 | 1 | 0.8 | -2 | 0.4 | -6 | 0.1 | 0.5 | -14
O=C1/C(=C/C=C/c2ccco2)SC(=S)N1c1ccc(O)cc1 | -8 | -4 | 0.0 | -2 | 0.8 | 3 | 0.8 | 3.5 | -5
COc1c(C)cc(C(=O)C2CCCN(C(=O)c3cc4nc(C)cc(C)n4n3)C2)cc1C (configuration not stated) | -18 | 4 | 0.6 | -1 | 1.3 | -2 | 2.0 | -0.7 | -20
Cc1ccccc1NS(=O)(=O)c1ccc(F)cc1 | 26 | 4 | 0.8 | -2 | 0.0 | -21 | 1.5 | -1.3 | 2
CCN1CC(O)=C(c2nc3ccccc3s2)C1=N | 2 | 3 | 0.3 | -3 | 0.7 | 4 | -0.2 | -0.2 | -17
Cc1ccc(OCC(=O)Nc2ccc(F)cc2)cc1 | -13 | 1 | -0.8 | -3 | 0.3 | 17 | 0.5 | 3.0 | 31
Cc1noc(C)c1S(=O)(=O)Nc1ccc(C(=O)N2CCCCC2)cc1 | 24 | 5 | -0.5 | -3 | 0.4 | 1 | 0.6 | 0.8 | -36
O=C(CSc1ccccc1)Nc1nnc(COc2ccc(Cl)cc2)s1 | 11 | 8 | -0.7 | 4 | -0.1 | -7 | -0.3 | -0.2 | 0
NC1=NC(=O)/C(=C\c2ccc(O)c([N+](=O)[O-])c2)S1 | 9 | 7 | -0.9 | 7 | 0.4 | -12 | 0.4 | -1.3 | 22
Cc1cccc(NC(=O)Cn2c(O)c(N=NC(=O)c3ccccc3O)c3ccccc32)c1 | 6 | 4 | -0.2 | -2 | 1.8 | 4 | 1.4 | -0.5 | -67
Cc1nc(NC(=O)CN(C)S(=O)(=O)c2ccc(Br)cc2)sc1C | 13 | 0 | 0.1 | -3 | 0.5 | -4 | -0.5 | 0.3 | -12

Looked up by compound from the list above:
SMILES | EP2 modulator | BaF3 tox | S1P4 agonist | Ba/F3 V617F tox | TRPML3 agonist | S1P4 antag | PERK inh | TRPN1 ag | Calpain2 inh
COc1cccc(NC(=O)CN2C(=O)COc3ccc(Cl)cc32)c1 | -4&-63 | 9 | 2.1 | -2 | 1.2 | -23 | 0.9 | 3.7 | 8
Cc1cc(C(=O)Nc2nnc(C3CCCCC3)s2)cs1 | 3 | 4 | -0.6 | 2 | 1.5 | -17 | -0.1 | -1.1 | 10

(more compounds)
SMILES | EP2 modulator | BaF3 tox | S1P4 agonist | Ba/F3 V617F tox | TRPML3 agonist | S1P4 antag | PERK inh | TRPN1 ag | Calpain2 inh
CCN1CCCc2cc(CN(CCN3CCOCC3)C(=S)Nc3ccc(OC)cc3)ccc21 | 5 | 4 | 0.3 | 0 | 0.6 | -13 | 0.4 | 2.3 | -35
Cc1ccccc1-n1c(C)cc(/C=N/NC(=O)c2ccncc2)c1C | -27 | 0 | 4.1 | -3 | -1.0 | -17 | 1.2 | 0.4 | 9
COc1cc(C(=O)n2nc(C)cc2C)ccc1O | 15 | 9 | 2.5 | 9 | 0.2 | 4 | -0.3 | 1.1 | 0
CCCN(CCC)C(=O)CSc1nc2n[nH]c(C)c2c(=N)n1-c1ccc(OC)cc1 | -5 | 1 | 0.0 | -1 | -1.2 | -70 | -1.3 | -2.7 | -2
CCOc1ccc(CCNS(=O)(=O)c2c(C)n[nH]c2C)cc1OCC | -4 | 0 | 1.0 | -3 | 0.6 | -8 | 0.2 | 0.6 | -17
Cc1cc(C)nc(NC(N)=NCCc2c[nH]c3ccccc23)n1 | 11 | 7 | 0.1 | 2 | 0.9 | -12 | 0.6 | 1.2 | -5
CCn1cc(C(=O)NCCOC)c(=O)c2ccc(C)nc21 | 21 | 2 | -1.6 | -2 | 0.1 | -23 | -0.2 | 0.1 | 7
N#Cc1ccccc1CN1C(=O)S/C(=C/c2cccn2-c2cccc(C(=O)O)c2)C1=O | 12 | 10 | 0.7 | 3 | -0.8 | -6 | 1.1 | -0.8 | -46
CCc1ccc(-n2c(=O)c3c(C)c(C(=O)N(C)C)sc3n(CC(=O)NCC3CCCO3)c2=O)cc1 (configuration not stated) | 6 | 2 | -0.1 | -3 | 0.3 | -13 | 1.4 | 0.6 | -12
CCc1ccc(NC(=O)c2sccc2-n2cccc2)cc1 | 43 | 5 | 1.8 | 0 | -0.5 | -5 | 0.0 | -1.5 | 15
COc1ccc(CCN2C(=O)CC(Cc3ccc(Br)cc3)C2=O)cc1OC (configuration not stated) | -3 | 2 | -0.4 | 1 | 0.1 | -24 | -1.1 | -1.8 | -5
CCn1c(CC(=O)Nc2ccc(C)cc2)nnc1SCC(=O)NCc1ccccc1 | 4 | 5 | -0.8 | -1 | -0.6 | -5 | 1.1 | -0.7 | -1
COc1ccc(S(=O)(=O)Nc2ccccc2N2CCOCC2)cc1[N+](=O)[O-] | 3 | -3 | 0.9 | -4 | 5.0 | -10 | 1.2 | 1.3 | 8
